Screens as filed in PubChem.
HTR5A inv ctr = counter-screen for OPRM1-OPRD1 inverse agonists: human HTR5A inverse agonism; P47898; HTR5A cell line, luminescence; inhibition, % at 9.3 µM; actives 0.083% (n = 340,000); AID 504634; in the data active = inhibition mostly above about 23%, no sharp cut-off; inactive = mostly below about 18%;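 also: 0% = cells with DMSO and 100% = no-cell wells with DMSO; some compounds called inactive have numbers as strong as hits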
Target sequence (P47898 whole entry, looked up): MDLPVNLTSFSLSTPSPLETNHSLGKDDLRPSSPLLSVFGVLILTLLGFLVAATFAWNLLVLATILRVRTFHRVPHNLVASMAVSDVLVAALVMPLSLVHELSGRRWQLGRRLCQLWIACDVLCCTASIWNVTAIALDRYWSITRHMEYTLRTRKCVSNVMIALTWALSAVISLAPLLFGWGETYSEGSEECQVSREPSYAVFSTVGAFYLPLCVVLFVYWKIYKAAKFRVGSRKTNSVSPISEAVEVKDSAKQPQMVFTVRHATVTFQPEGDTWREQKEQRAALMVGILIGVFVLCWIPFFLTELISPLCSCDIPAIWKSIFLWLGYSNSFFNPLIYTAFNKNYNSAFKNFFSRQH
PKA-R2B act = activates the human PKA-R2B holoenzyme complex | P22694+P31323 | PKA-R2B holoenzyme dissociation, Cy5-IP20 fluorescence polarization; R2B truncated from residue 108, S112A mutant; 0% DMSO only, 100% 113 µM cGMP | activation, % at 11.4 µM | actives 0.079% (n = 340,000) | AID 504700;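 active = activation above a cutoff set at the mean over all compounds plus 3 SD, cut at about 18% in these data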;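 also: higher means more holoenzyme dissociation and a rise in polarization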
Target sequence (P31323 whole entry, looked up, other chains not shown, the tested form may be a part): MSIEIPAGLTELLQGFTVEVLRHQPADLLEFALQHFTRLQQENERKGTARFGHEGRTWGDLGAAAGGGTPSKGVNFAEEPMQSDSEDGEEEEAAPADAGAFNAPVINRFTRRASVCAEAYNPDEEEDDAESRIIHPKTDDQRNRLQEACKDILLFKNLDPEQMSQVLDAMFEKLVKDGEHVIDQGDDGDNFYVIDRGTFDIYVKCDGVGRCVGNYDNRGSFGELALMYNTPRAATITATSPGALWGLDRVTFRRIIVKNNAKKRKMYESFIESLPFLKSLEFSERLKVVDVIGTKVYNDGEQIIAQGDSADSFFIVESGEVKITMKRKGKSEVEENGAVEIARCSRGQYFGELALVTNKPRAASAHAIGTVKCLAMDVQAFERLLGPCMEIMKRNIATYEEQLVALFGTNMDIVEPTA
PfHsp90 yeast 2 = inhibits growth of yeast expressing Plasmodium falciparum Hsp90. S. cerevisiae expressing PfHsp90, BacTiter-Glo ATP, 48 h; yeast lacking PDR1 and PDR3 efflux regulators. inhibition, % at 9.4 µM. actives 0.32% (n = 310,000);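 active = every replicate shows inhibition above about 80%, whatever the replicate mean, limit read from the data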;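 also: 0% = DMSO neutral controls and 100% = 20 µM radicicol positive controls; yeast relying on Plasmodium falciparum Hsp90 in place of its own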
OPRM1-OPRD1 inv = inverse agonist of human OPRM1-OPRD1 heterodimerization | P35372+P41143 | cell-based MOR-DOR heterodimer luminescence, inverse agonism | inhibition, % at 9.3 µM | actives 0.21% (n = 340,000) | AID 504357; in the data active = inhibition above about 22%, passing the limit was not always enough;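 also: 0% = cells with DMSO and 100% = wells without cells with DMSO; values of inactives mirror those of a sister screen read the other way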
Tat transport = inhibitors of E. coli Tat protein transport | actives 0.036% (n = 340,000) | E. coli MC4100 TorA-mCherry Tat export, fluorescence | inhibition, % at 10 µM;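 active = mean replicate inhibition at least 50% and at least half of replicates individually reaching 50%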;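 also: exported cargo escapes ClpAP degradation while cytoplasmic cargo is degraded and loses fluorescence; 0% = median of neutral control wells and 100% = median of NaSCN control wells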
AddAB inh = less growth of phage-infected E. coli with AddAB; E. coli expressing H. pylori AddAB, absorbance growth; inhibition, % at 11.9 µM; actives 0.29% (n = 330,000); AID 435030; in the data active = inhibition above about 12%;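 also: 0% = vehicle wells of infected cells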
PKA-R1A activ = activates the PKA-R1A holoenzyme complex | P00514+P68181 | PKA-R1A dissociation, Cy5-IP20 fluorescence polarization; scaled: DMSO 0%, 113 µM cGMP 100% | activation, % at 11.4 µM | actives 0.083% (n = 340,000);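 active = percent activation above the mean of all tested compounds plus 3 SD, cut at about 19% in these data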;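 also: higher means more PKAc released from R1A so a rise in polarization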
Ecoli viability = counter-screen for AddAB inhibitors: E. coli growth inhibition | E. coli V3065 growth, OD600 absorbance, 18 h | inhibition, % at 11.9 µM | actives 0.27% (n = 330,000);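 active = inhibition above the campaign's mean inhibition across all tested compounds plus 3 SD, cut at about 9.9% in these data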;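 also: uninfected addAB+ strain grown without phage in ampicillin broth; 0% = DMSO wells and 100% = ciprofloxacin 0.95 µg/ml wells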
OPRM1-OPRD1 ag = agonists of human mu-delta opioid receptor heterodimerization. P35372+P41143. cells, OPRM1-OPRD1 heterodimerization, luminescence. activation, % at 9.3 µM. actives 0.3% (n = 340,000). AID 504326; in the data active = activation above about 18%;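 also: 0% = vehicle-treated cells and 100% = reference agonist; values of inactives mirror those of a sister screen read the other way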
Mot1-301 SUMO = SUMOylation pathway inhibition by Mot1-301 growth rescue. growth rescue, % at 18.8 µM. S. cerevisiae Mot1-301 growth rescue, ATP luminescence, 38.5C; percent above DMSO median, 100 means doubled. actives 1% (n = 320,000);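 active = every valid replicate shows activation above 250% relative to neutral control wells; inactive = the rest, any valid replicate at or below 250%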;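 also: OY570 slx delta 5 strain wells were the positive control but not used for scaling; some compounds called inactive have numbers as strong as hits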
phage Ecoli inh = E. coli growth loss with phage present; growth absorbance; inhibition, % at 11.9 µM; actives 0.26% (n = 360,000); in the data active = inhibition above about 11%
Active calls of the source: *; i = inactive; x = no result given.

SMILES	HTR5A inv ctr	PKA-R2B act	PfHsp90 yeast 2	OPRM1-OPRD1 inv	Tat transport	AddAB inh	PKA-R1A activ	Ecoli viability	OPRM1-OPRD1 ag	Mot1-301 SUMO	phage Ecoli inh
C=CCNC(=O)c1ccccc1NC(=O)Cc1ccccc1[N+](=O)[O-]	14	-4	-18	9	0	0.0	-8	0.8	-1.8	7	1.5
CCc1ccc(C2=NN(C(C)=O)C(c3ccco3)C2)cc1 (stereo not drawn)	8	2	25	-2	-7	6.6	-8	2.0	0.5	162	5.8
CCOC(=O)c1ccc(N2CCOCC2)c(NS(=O)(=O)c2ccc(F)cc2)c1	14	7	12	14	7	1.1	-10	0.9	-2.5	-6	0.1
CCS(=O)(=O)N1CCCC(C(=O)NCCc2ccc(OC)c(OC)c2)C1 (stereo not drawn)	4	-1	-2	2	5	4.6	-2	1.9	-0.3	6	-0.5
COc1ccc(CNC(=O)CN(C)Cc2ccccc2F)cc1OC	-8	-3	29	-2	3	3.0	-12	-1.3	0.3	14	2.1
COc1ccccc1NC(=O)c1ccccc1S(=O)(=O)c1ccc([N+](=O)[O-])cc1	-1	-3	-17	-27	-4	0.2	-17	0.9	5.3	16	-1.5
COc1ccccc1NC(=O)C(CC=C(Cl)Cl)C(C)=O (stereo not drawn)	-15	6	2	11	6	2.2	1	-0.6	-2.0	-12	3.9
C=CCOc1ccc(/C=C/C(=O)OCc2csc(CC(=O)Nc3ccccc3C)n2)cc1	-50	-8	-4	-16	0	1.7	10	-1.6	4.0	119	-0.3
Cc1ccc2c(c1)[C@H]1[C@H](CO2)[C@H](c2ccccc2)[C@]2(C)C(=O)N(Cc3ccccc3)CC(=O)N12	-18	-6	4	10	1	2.5	-1	-0.7	-1.7	-3	2.9
Cc1cc(/C=C(/C#N)C(=O)Nc2ccc(Cl)cc2)c(C)n1-c1cccnc1	-29	4	-9	-39	-11	2.0	-10	0.5	6.3	214	1.3
CCN(CC)S(=O)(=O)c1cccc(C(=O)NC(C(=O)NC2=NCCS2)C(C)C)c1 (stereo not drawn)	8	2	-5	24	-2	-0.5	16	-0.9	-5.7	-8	1.5
C=CCn1c(Oc2cc(C)ccc2C)nc2c1c(=O)n(C)c(=O)n2C	7	-1	-16	3	-3	1.4	3	0.0	-0.6	-15	1.7
CCc1ccc(N(C(C)=O)C2C=CS(=O)(=O)C2)cc1 (stereo not drawn)	-30	1	4	7	1	2.1	-9	-2.0	-1.6	531*	3.2
O=C(OCC(=O)N1CCc2ccccc21)c1ccc([N+](=O)[O-])cc1	22	-6	-2	-3	-3	0.6	2	-0.3	0.7	-9	4.8
COc1ccc(CCN2CC(C(=O)NCCN3CCOC3=O)CCC2=O)cc1 (stereo not drawn)	1	-5	2	13	-2	0.3	3	0.5	-2.5	6	1.4
Cc1ccc(S(=O)(=O)N(C(=O)c2ccco2)c2cc3sc(=O)oc3c3ccccc23)cc1	-9	-2	-11	-43	-1	4.0	-3	1.7	8.3	-7	-1.8
COc1ccc(-c2nc3n(c(=O)c2C#N)CCCS3)cc1	1	-10	-4	-22	9	-0.3	-4	-1.9	3.7	x	1.1
COc1ccc(-c2noc(N3CCC(C(=O)NCc4ccc(F)cc4)CC3)n2)cc1	-24	-3	17	-8	7	-0.3	-7	-0.3	1.4	27	5.1
COc1ccc(C(=O)CCN2CCN(c3ccccc3OC)CC2)cc1	-25	-8	13	13	-21	-0.7	-1	1.5	-2.4	-5	-1.7
COc1ccccc1[C@@H]1C(c2ccc(F)cc2)=NN(c2ccccc2)[C@H]1C(=O)N1CCOC1=O	-1	4	x	1	-12	1.8	5	-2.1	-0.2	-6	-2.6
CCn1nc(C(=O)Nc2nc(-c3ccccn3)cs2)c2ccccc2c1=O	-34	-1	-12	4	1	-2.1	-10	-3.2	-1.0	-4	-1.1
CCN(CCNC(=O)c1ccc(C#N)cc1)c1cccc(C)c1	-8	-2	21	2	8	1.6	-8	-1.8	-0.3	i	x
Cc1nc2c(=O)n(C)c(=O)[nH]c2n1Cc1ccccc1	13	-2	6	16	-9	1.1	2	0.5	-3.1	2	3.2
O=C(Nc1cnc2sccn2c1=O)c1ccc(Cl)cc1Cl	6	7	-20	6	2	-0.4	-2	3.1	-1.2	-19	2.5
CCOC(=O)c1ccc[n+](CC(=O)c2ccc(NC(=O)c3ccccc3)cc2)c1	-8	-9	22	-3	-6	-0.3	-3	0.0	0.7	3	1.1
Following part:
SMILES	HTR5A inv ctr	PKA-R2B act	PfHsp90 yeast 2	OPRM1-OPRD1 inv	Tat transport	AddAB inh	PKA-R1A activ	Ecoli viability	OPRM1-OPRD1 ag	Mot1-301 SUMO	phage Ecoli inh
O=C(CS(=O)(=O)c1cn(Cc2ccc(F)cc2)c2ccccc12)N1CCOCC1	-22	3	-1	4	28	0.0	-7	-1.1	-0.7	-13	1.4
COc1cc2c(cc1OC)CN(C1CCCN(Cc3cccc(C(C)=O)c3)C1)CC2 (stereo not drawn)	-7	-1	18	-1	7	x	-5	x	0.2	x	-0.4
CN(C)S(=O)(=O)c1ccc(C(=O)NCCOc2ccccc2)cc1	-2	-11	-29	15	0	1.1	0	0.9	-2.5	-11	4.3
CCCCNC(=O)CCC(=O)Nc1ccc2nc(N3CCC(C)CC3)cc(C)c2c1	5	-1	-2	-3	-3	0.5	-3	-1.6	0.5	-12	1.4
NC(=O)c1ccc(-n2nnnc2SCC(=O)Nc2ccccc2-c2ccccc2)cc1	2	0	23	6	2	2.7	-11	5.4	-1.0	-17	1.4
Cn1c(SCC(=O)NC2CCCCC2)nnc1-c1cc2ccccc2o1	12	-2	8	13	2	-2.2	-5	0.5	-2.2	-7	2.4
Cc1cc(-c2ccccc2)cc(-c2ccccc2)[n+]1C	48	0	15	3	1	1.7	0	0.8	-0.7	123	4.6
CC(C)(C)c1ccc(OCCC(=O)Nc2cccc(S(=O)(=O)N3CCCCC3)c2)cc1	-21	-4	-3	-18	11	4.0	7	-1.0	3.3	-2	2.6
Cc1ccc(S(=O)(=O)N2CCOCC2)cc1NC(=O)CN1C(=O)NC(C)(c2ccc(Cl)cc2Cl)C1=O (stereo not drawn)	-3	3	12	17	2	1.3	8	-1.0	-4.0	20	2.6
CC(C)N(CCNC(=O)C1CCC(=O)N1Cc1ccc(F)cc1)Cc1ccccc1 (stereo not drawn)	-41	-13	14	11	-5	0.6	0	0.7	-2.0	10	0.6
COc1ccc2[nH]c3c(c2c1)CCN1C(=O)C(CC(=O)NC/C=C(\C)CCC=C(C)C)C[C@H](C(=O)N(C(C)C)C(C)C)[C@@]31C (stereo partly drawn)	-7	-8	-26	1	8	-1.7	0	-0.5	-0.1	x	3.6
COc1ccc(NC(=O)C2=Cc3cccc(OC)c3OC2)cc1	-4	5	-15	16	2	5.9	-2	2.1	-3.1	-10	1.8
O=C(Cc1nn[nH]n1)Nc1cc(Cl)cc(Cl)c1	-15	-5	19	-2	4	1.2	-3	-2.2	0.5	22	2.3
COc1ccc(CN2CC(C(=O)NC3CCCCC3)CC2=O)cc1 (stereo not drawn)	8	7	14	9	-4	3.5	7	-0.3	-1.8	-21	2.4
OC(COc1ccccc1Cl)CN1CCN(CC(O)COc2ccccc2Cl)CC1 (stereo not drawn)	18	-4	4	-7	-1	1.6	1	1.8	1.2	45	0.0
O=C(CSc1nc2ccccc2s1)Nc1ccc2c(c1)oc1ccccc12	-32	6	-43	-21	2	2.4	6	-0.4	4.1	-3	1.0
O=C(N/C(=C\c1ccco1)C(=O)N1CCCC1)c1ccccc1	-5	4	-12	10	0	1.5	-4	-2.5	-1.6	1	0.9
CC(=O)NCC(=O)OCc1ccc([N+](=O)[O-])cc1	-24	6	-28	1	5	1.7	3	-0.6	-0.3	264	3.0
CCCN(Cc1ccccc1)C(=S)NC(=O)c1ccccc1[N+](=O)[O-]	15	5	-46	20	8	-3.4	11	-2.9	-4.5	158	-1.4
O=C(c1cc(-c2ccc(Br)cc2)on1)N1CCCCCC1	5	5	13	5	3	0.6	4	0.2	-1.0	6	2.2
O=C(Nc1ccccc1N1CCOCC1)c1ccc(N2CCOCC2)c([N+](=O)[O-])c1	-25	11	-11	0	-4	0.2	6	-1.2	-0.1	-17	2.3
CCCCOc1cccc(NC(=O)CSc2nncn2C)c1	11	0	3	16	-4	3.0	-8	4.6	-3.0	42	2.5
CC(=O)Nc1ccc(N2CCOCC2)c(Cl)c1	5	0	-1	14	1	1.3	-4	-0.1	-2.7	-18	3.4
O=C(Nc1cc(C(=O)N2CCN(c3ccccc3O)CC2)ccc1Cl)c1cccs1	4	-15	-3	-25	5	0.7	14	1.1	3.8	-3	2.5
COc1ccc(CCCc2nnc(SCC(=O)NN)o2)cc1	1	-7	-1	8	0	3.3	-6	-0.8	-1.4	5	3.4
Additional structures follow:
SMILES	HTR5A inv ctr	PKA-R2B act	PfHsp90 yeast 2	OPRM1-OPRD1 inv	Tat transport	AddAB inh	PKA-R1A activ	Ecoli viability	OPRM1-OPRD1 ag	Mot1-301 SUMO	phage Ecoli inh
O=C(NCCCN1CCCC1)c1ccc2c(c1)N(Cc1ccccc1)CCS2	-24	-1	16	8	0	0.3	-4	-1.0	-1.5	22	1.5
Cc1ccc(S(=O)(=O)N2CCC(N3CCC(C)CC3)CC2)cc1	2	-1	3	3	-2	1.2	2	-1.7	-0.6	190	0.7
CCOC(=O)CNC(=O)N1CCCC(CNS(=O)(=O)c2cccs2)C1 (stereo not drawn)	20	-1	-3	9	7	-0.9	-6	3.1	-1.8	24	1.6
CCN1C(=O)/C(=C\c2nc3ccccc3c(=O)n2-c2ccccc2)c2ccccc21	1	-10	5	5	-1	-0.6	-7	-2.3	-0.9	-17	1.8
O=C(NCc1ccc2c(c1)OCO2)C1CCCN(C(=O)c2ccc(Cl)cc2)C1 (stereo not drawn)	-6	10	-1	11	-3	2.0	6	2.7	-2.0	81	1.8
CC[C@]12c3[nH]c4cc(-c5ccco5)ccc4c3CCN1C(=O)[C@@H](CC(=O)NCc1ccco1)C[C@@H]2C(=O)N1CCN(C(=O)C2CC2)CC1	-15	-1	-12	6	1	-1.7	-1	-3.2	-1.3	x	3.2
O=C(O)Cn1nnn(-c2ccccc2)c1=S	6	-16	6	18	-2	4.1	-3	2.2	-3.4	-6	2.2
Cc1cc(N=Cc2cc(Br)ccc2O)no1	-14	-10	x	-4	6	-0.4	-11	-0.7	0.8	6	1.0
CCN(CC)C(=O)[C@H]1C[C@H](CC(=O)NCC23CC4CC(CC(C4)C2)C3)C(=O)N2CCc3c([nH]c4cc(-c5ccco5)ccc34)[C@]12C	-7	-6	1	16	-7	-0.9	-4	-0.4	-3.2	x	-1.2
COc1ccc(NC(=O)c2cc(-c3ccccc3Cl)on2)cc1	-2	-9	-6	-1	-5	2.2	-2	0.9	0.1	17	2.7
Cc1ccccc1NC(=O)Cn1nnc(-c2ccc(N3CCOCC3)cc2)n1	-12	-5	x	-4	-4	-1.0	1	-0.3	0.8	4	3.6
COC(=O)c1ccc(S(=O)(=O)N2CCC(O)CC2)n1C	8	0	8	9	28	2.8	-6	2.2	-1.9	6	-1.6
